Compound activity from PubChem BioAssay.
GSK3A inh: human GSK-3 alpha kinase inhibition; AID 2650; P49840; inhibition, % at 10 µM; ADP-Glo luminescence, 60 min; 0.1% of 320,000 active;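 in the data active = inhibition above about 50%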;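 also: GST-tagged GSK-3 alpha with peptide substrate and 25 µM ATP; 0% = DMSO neutral wells and 100% = GW8510 positive control wells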
GSK3B inh: blocks human GSK3beta kinase activity; P49841; GST-GSK3beta kinase, ADP-Glo luminescence, 60 min; hits give low values; activity score (negative = inhibition), % at 10 µM; 0.038% of 300,000 active;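 active = more than half of replicate wells score below -50%, meaning over 50% inhibition versus plate controls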;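 also: 0% = median DMSO wells and -100% = median GW8510 positive control wells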
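Test system – GST-tagged human GSK3beta kinase, cell-free · Incubation – 60 min enzyme reaction, room temperature · Signal – ADP-Glo luminescence · Also added – peptide substrate and ATP at 25 µM · Controls – DMSO neutral wells and GW8510 at 20 µM as positive · Buffer or medium – Tris/MgCl2 kinase buffer · Measure – Luminescence-derived activity versus plate DMSO and GW8510 wells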
KCNK3 inh: human KCNK3 channel inhibition, primary screen; O14649; CHO-KCNK3 thallium flux, FluxOR fluorescence; hits give low values; B-score at 10 µM; 0.84% of 340,000 active;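 active = B-score under library mean minus 4 SD, starting fluorescence ratio at most library mean plus 5 SD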;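 also: more negative B-score means stronger inhibition of thallium flux through KCNK3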
DYRK1A inh: Dyrk1A (rat) kinase inhibition; ADP-Glo luminescence, NFATc1 peptide; inhibition, % at 12.5 µM; Q63470; 0.43% of 310,000 active; in the data active = inhibition above about 50%;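 also: plate controls were vehicle with enzyme for no effect and no enzyme for full effect; many of its hits are not listed in these tables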
KCNQ1 act: potentiators or activators of human KCNQ1 potassium channel | CHO-K1 KCNQ1, thallium flux FluxOR fluorescence; hits give high values | B-score at 10 µM | 0.35% of 310,000 active | AID 2648;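 active = fluorescence ratio B-score, a plate-corrected score, at least three library SD, with initial intensity B-score within 5 SD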
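Medium – assay buffer, equal DMSO in all wells · Material – CHO-K1 cell line with stable KCNQ1 potassium channel expression · Signal – kinetic FluxOR thallium fluorescence, 10-s 1-Hz baseline, 110-s post-stimulus read · Compound – single concentration per compound, DMSO matched to controls · Schedule – 37 °C overnight plating, 90-min dark dye load, 20-min compound pretreatment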
hERG rescue: shields human hERG channel from block by proarrhythmic agents. CHO-hERG, FluxOR thallium flux, dofetilide IC70 present. 0.51% of 310,000 active. Q12809. activation (rescue from dofetilide block), less the hit threshold, % at 10 µM;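 active = activation above the mean of controls blocked by dofetilide plus 5 SD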;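 also: thallium influx through hERG after potassium depolarization seen as dye fluorescence rise; in these data hits start at about 4.7%; inactives centre near -7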
Target sequence (Q12809 whole entry, looked up): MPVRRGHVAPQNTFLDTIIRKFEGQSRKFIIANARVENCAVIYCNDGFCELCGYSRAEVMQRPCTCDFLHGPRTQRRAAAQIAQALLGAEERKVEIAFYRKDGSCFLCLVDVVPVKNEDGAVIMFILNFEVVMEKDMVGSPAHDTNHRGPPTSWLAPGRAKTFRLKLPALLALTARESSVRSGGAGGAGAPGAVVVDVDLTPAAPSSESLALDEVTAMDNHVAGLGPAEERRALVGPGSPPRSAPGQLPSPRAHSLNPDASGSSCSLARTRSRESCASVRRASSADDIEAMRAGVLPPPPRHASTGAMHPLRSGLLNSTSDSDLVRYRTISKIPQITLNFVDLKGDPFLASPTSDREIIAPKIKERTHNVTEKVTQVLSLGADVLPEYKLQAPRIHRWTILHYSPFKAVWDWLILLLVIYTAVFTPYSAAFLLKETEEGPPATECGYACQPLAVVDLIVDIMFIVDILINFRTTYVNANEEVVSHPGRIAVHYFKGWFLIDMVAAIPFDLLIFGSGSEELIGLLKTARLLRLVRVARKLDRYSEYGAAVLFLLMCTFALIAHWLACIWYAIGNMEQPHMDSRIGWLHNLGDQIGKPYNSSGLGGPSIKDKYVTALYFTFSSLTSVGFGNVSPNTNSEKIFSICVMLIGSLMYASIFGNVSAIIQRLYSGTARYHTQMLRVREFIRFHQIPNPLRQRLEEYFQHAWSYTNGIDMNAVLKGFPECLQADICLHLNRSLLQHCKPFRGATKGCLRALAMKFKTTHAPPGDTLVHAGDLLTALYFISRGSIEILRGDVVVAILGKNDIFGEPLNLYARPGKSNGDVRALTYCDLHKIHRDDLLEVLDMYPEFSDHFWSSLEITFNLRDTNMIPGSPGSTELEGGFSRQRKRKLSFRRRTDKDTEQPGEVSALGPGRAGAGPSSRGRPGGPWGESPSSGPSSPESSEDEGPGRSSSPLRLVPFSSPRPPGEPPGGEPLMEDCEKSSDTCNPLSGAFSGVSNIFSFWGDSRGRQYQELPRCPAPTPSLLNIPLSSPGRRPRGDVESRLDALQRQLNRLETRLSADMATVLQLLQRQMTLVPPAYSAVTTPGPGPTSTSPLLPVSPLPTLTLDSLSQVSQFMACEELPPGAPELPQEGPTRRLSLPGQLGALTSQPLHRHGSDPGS
RGS4 act: potentiators or activators of RGS4. 0.92% of 310,000 active. HEK293 M3R/inducible RGS4, carbachol calcium flux Fluo4; hits give low values. B-score at 10 µM;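 active = B-score of the integrated calcium signal more than 4 SD below the library mean, with starting fluorescence not abnormally high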;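 also: negative B-score means reduced calcium response which marks RGS4 activation or potentiation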
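Detection: kinetic calcium fluorescence imaging with Fluo4-AM dye, 2 µM / Material: HEK293 cells with stable M3R and inducible RGS4 / Schedule: recording 10 s baseline at 1 Hz, 100 s post-agonist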
KCNK9 block: inhibitors of human KCNK9 two-pore domain potassium channel | B-score at 10 µM | AID 488922 | HEK293 KCNK9, FluxOR thallium flux fluorescence; hits give low values | 1.2% of 310,000 active | Q9NPC2;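 active = ratio B-score over 3 SD below the library mean, with starting fluorescence within 5 SD of its mean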;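 also: negative B-score means less thallium flux so channel inhibition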
HDAC3 inh: human HDAC3 inhibition. recombinant HDAC3, fluorogenic peptide/trypsin coupled, fluorescence. 0.15% of 320,000 active. inhibition, % at 8.3 µM. O15379; in the data active = inhibition above about 26%, passing the limit was not always enough
PolyA inh: blocks polyadenylation in yeast reporter cells | S. cerevisiae SKY197-pL101 polyadenylation reporter, beta-gal luminescence; efflux-impaired pdr1/pdr3 knockout yeast; score 100 = 6 SD above DMSO | calls only at 12 µM | 0.02% of 300,000 active | AID 1875;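 active = lowest replicate activity score at least 50, where 100 means six control SD above control mean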;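 also: yeast exposed to compound for 9 h at 30 °C; higher score means more reporter readthrough which indicates perturbed polyadenylation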
KCNQ1 inh: blocks the human KCNQ1 potassium channel; CHO-K1 KCNQ1, FluxOR thallium flux fluorescence; hits give high values; P51787; 1.3% of 310,000 active; B-score at 10 µM;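 active = compounds whose thallium flux B-score, printed positive for inhibition, exceeds three library SD while starting fluorescence stays within three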;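 also: channel opened by potassium depolarization with thallium stimulus after 20 min compound exposure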
* hit, by the source's call; i = inactive; x = no result given. Not all compounds are listed. The share of hits here may be higher or lower than overall.

Molecule,GSK3A inh,GSK3B inh,KCNK3 inh,DYRK1A inh,KCNQ1 act,hERG rescue,RGS4 act,KCNK9 block,HDAC3 inh,PolyA inh,KCNQ1 inh
O=C1NC(=O)C2C1C(c1ccccc1)N1C3C(=O)NC(=O)C3C(c3ccccc3)N21 (centres undefined),1.6,-0.1,i,-3.9,i,-10.5,i,i,-4.1,i,i
Cc1ccc(N2C(=O)c3cccc4c(N5CCN(C)CC5)ccc(c34)C2=O)c2cccnc12,-1.2,4.8,x,x,i,-21.4,i,i,-0.6,i,9*
CC1Nc2ccccc2C(=O)N1NC(=O)c1ccc(Br)cc1 (centres undefined),-2.5,1.8,i,x,i,-12.8,i,i,4.0,i,i
CCOC(=O)C1(CCCc2ccccc2)CCN(C(=O)CCn2cnnn2)CC1,14.3,-2.0,i,-7.5,i,-15.3,i,i,x,i,i
CCc1cc(=O)n2[nH]c(C)c(-c3ccccc3OC)c2n1,-2.9,-5.9,i,6.8,i,-9.9,i,i,-6.1,i,i
CC(C)c1nnc(NC(=O)c2ccc(S(=O)(=O)N3CCOCC3)cc2)s1,-1.2,0.8,i,-8.6,i,-8.1,i,i,-11.5,i,i
CCCOC(=O)NC(CC)COC(=O)Nc1cccc(C)c1C (centres undefined),0.4,4.2,i,-1.9,i,-10.0,i,i,-6.5,i,i
CC(=O)CSc1ncnc2sc3c(c12)CCC(C)C3 (centres undefined),-1.4,-4.9,i,30.3,33*,49.7*,i,i,-0.2,i,i
CCOC(=O)C1CCCN(C(=O)C(C)(C)Oc2ccc(Cl)cc2)C1 (centres undefined),-2.5,x,i,-2.0,i,-14.1,i,i,0.0,i,i
COc1ccccc1/C=N/OCC(=O)NCc1ccc2c(c1)OCO2,2.3,-2.8,i,11.6,i,-14.7,i,i,-2.3,i,i
CCOC(=O)Cc1csc(N/N=C/c2ccc(C(F)(F)F)cc2)n1,0.2,0.1,i,-8.2,i,-2.9,i,i,3.2,i,i
CC1(C)CC(=O)C(C=Nc2cccnc2)=C(O)C1,-0.4,3.4,i,-5.0,i,-7.8,i,i,4.9,i,i
O=C(c1ccccc1)c1sc(N2CCCCCC2)nc1-c1ccccc1,1.7,4.2,i,11.2,i,-1.6,i,i,1.8,i,7*
Cc1cc2oc(C(=O)Nc3ccc(S(=O)(=O)Nc4ncccn4)cc3)cc(=O)c2cc1Cl,5.3,-0.7,i,3.0,i,-8.2,i,i,6.4,i,i
Cc1ccc(CNC(=O)C(=O)NCC2OCCN2C(=O)c2ccc(Cl)cc2)cc1 (centres undefined),0.4,1.0,i,-3.6,i,-6.9,i,i,4.0,i,i
CC(NC(=O)NNC(=O)c1ccncc1)(C(F)(F)F)C(F)(F)F,0.9,x,i,x,i,-2.4,i,i,8.3,i,i
CC(=O)c1cccc(NC(=O)C=C(C)C)c1,-3.5,-2.2,i,-1.0,i,0.0,i,i,-1.0,i,i
CCOC(=O)N1CCN(c2nc(-c3cccs3)nc3ccccc23)CC1,-0.3,-1.5,-10.1*,6.7,i,-5.6,-7.27*,-8.87*,9.3,i,i
Cc1nnc(C)n1/N=C/c1ccccc1,-1.7,2.4,i,-9.7,i,-2.4,i,i,0.8,i,i
O=C(Nc1cccc(Cl)c1)c1ccc(=O)[nH]n1,0.2,0.8,i,0.1,i,-8.8,i,i,3.7,i,i
O=C(CC(=O)N/N=C\c1c(Cl)cccc1Cl)NCc1ccccc1,-2.8,0.2,i,-11.1,i,-6.0,i,i,-6.7,i,i
COc1cccc2cc(-c3cc(=O)oc4cc(C)c(OCC(C)=O)cc34)oc12,-1.1,-2.4,i,-4.4,i,-9.0,i,i,2.4,i,i
Cc1ccc(/C=N/NC(=O)CN2CCN(Cc3ccccc3)CC2)s1,0.6,-2.3,i,x,i,-10.0,i,i,2.3,i,i
N#C/C(=N\Nc1ccc(Cl)cc1)C(N)=S,3.5,-5.5,i,6.3,i,-12.2,i,i,13.2,i,6*
Cc1ccccc1NC(=O)CN1C(=O)c2ccccc2C1=O,0.0,1.1,i,9.3,i,-5.9,i,i,0.2,i,i
Cc1[nH]nc2c1C(c1cccc(OC(=O)N3CCOCC3)c1)C(C#N)=C(N)O2 (centres undefined),-3.2,2.2,i,-16.2,i,-7.8,i,i,3.1,i,i
CC(c1ccccc1)N1C(=O)c2ccccc2C1(O)Cc1ccccc1 (centres undefined),-1.9,-0.2,i,3.4,i,-7.6,i,i,5.1,i,i
CC(C)(C)C1=CC(=O)C(=O)C(C(C)(C)C)=C1,-5.1,-0.5,i,-2.0,i,-26.9,i,-7.41*,-0.5,i,6*
CCN(CC)S(=O)(=O)c1ccc2c(c1)c(=O)c(C(=O)NCCc1ccc(OC)c(OC)c1)cn2C,x,-1.6,i,2.0,i,-16.6,i,i,x,i,i
COc1cc(NC(=O)c2noc3c2CCCC3)c(OC)cc1Cl,1.7,3.0,i,2.4,i,-9.9,i,i,-2.1,i,i
COc1ccc(NS(=O)(=O)c2cccc(C(=O)N/N=C/c3cn(-c4ccccc4)nc3-c3ccc(OC)cc3)c2)cc1,-1.0,3.2,i,-6.2,i,-12.6,i,i,1.6,x,i
CN(NC(=O)Nc1ccc(Cl)cc1)c1ncc(C(F)(F)F)cc1Cl,-4.1,-3.9,i,0.0,i,-14.7,i,i,-1.3,i,i
COCCCNC(=O)C1CCC(CNS(=O)(=O)c2ccc(Cl)cc2)CC1 (centres undefined),-1.9,4.9,i,1.4,i,-4.8,i,i,-1.1,i,i
O=c1[nH][nH]c(-c2ccccc2O)c1C(C[N+](=O)[O-])c1ccc(Cl)cc1Cl (centres undefined),x,-0.2,i,-4.4,i,-8.0,i,i,x,i,i
CSc1ncc2ncn(C3OC(CO)C(O)C3O)c2n1 (centres undefined),-1.8,-3.2,i,-1.3,i,-8.9,i,i,-1.6,i,i
O=C(Nc1ccc2nc(C3CC3)n(Cc3ccc(F)cc3)c(=O)c2c1)c1ccco1,-2.8,-2.0,-9.86*,0.3,i,-8.4,i,i,4.7,i,i
Cc1ccc(-c2csc(NC(=O)C3CC(=O)N(Cc4ccco4)C3)n2)cc1 (centres undefined),-1.4,3.1,i,x,i,-23.6,i,i,6.4,i,i
CCC(=O)OCC(=O)Nc1ccc([N+](=O)[O-])cc1OC,-0.5,-2.5,i,0.0,i,-6.5,i,i,6.2,i,i
Cc1cccc(NC(=S)N2CCCCCC2)c1C,x,-4.5,i,-2.7,i,-4.4,i,i,-0.8,x,i
COc1cccc(NC(=O)CSC2=NN3CCCC(=O)N=C3S2)c1,0.9,-0.3,i,0.4,i,-4.9,i,i,0.8,i,i
CCCN(C(=O)COC(=O)CC1CCCCC1)c1c(N)n(Cc2ccccc2)c(=O)[nH]c1=O,0.2,0.7,i,-3.7,i,-19.0,i,i,-3.3,i,i
O=C(NNS(=O)(=O)c1ccc(Cl)cc1)NC1CCCCC1,-3.5,-1.0,i,-2.7,i,-4.5,i,i,2.3,i,i
C=CCNC(=O)c1cc(Cl)ccc1[N+](=O)[O-],-0.4,1.9,i,2.2,i,-0.1,i,i,0.9,i,i
COc1ccc(C2C(C(=O)N3CCC(C)CC3)c3ccccc3C(=O)N2C)cc1 (centres undefined),0.5,-1.7,i,1.5,i,-8.4,i,i,-2.6,i,i
COc1cccc(/C=N/NC(=O)CN2CC(c3ccccc3)CC2=O)c1OC (centres undefined),-2.1,0.1,i,-0.4,i,-2.9,i,i,-21.6,i,i
CCn1c(C)nc2cc(C(=O)NNC(=O)CCC3CCCCC3)ccc21,-3.3,-0.4,i,-6.9,i,-5.6,i,i,-1.1,i,i
Nc1ccccc1SCC(O)Cn1ccc2ccccc21 (centres undefined),-1.5,-4.3,i,-8.0,i,-7.4,i,i,10.0,i,i
COc1ccc(-c2c(C(C)=O)c(C)n(C)c2C)cc1,-1.5,3.0,i,12.6,i,-10.9,i,i,1.0,i,i
COc1ccc(Cc2noc(CN3CCCC(C(=O)c4cccs4)C3)n2)cc1OC (centres undefined),-4.3,-0.5,i,1.0,i,-5.9,i,i,-1.0,i,i
COC(=O)c1ccc2c(c1)NC1=C(C(=O)CC(C)(C)C1)C(c1ccncc1)N2 (centres undefined),4.7,1.0,i,23.1,i,-10.8,i,i,-2.1,i,i
CCOc1cc(N2CCOCC2)c(OCC)cc1NC(=O)Cn1cnc2c(=O)n(C)c(=O)n(C)c21,-3.1,-0.2,i,-1.6,i,-7.2,i,i,3.4,i,i
CC1SCC(=O)N(CC(=O)NCCc2ccccc2)C1=O (centres undefined),-2.3,1.3,i,6.1,i,-9.8,i,i,3.8,i,i
CCOc1nc2ccccc2cc1/C=C/C(=O)O,2.1,1.0,i,-2.6,i,-9.1,i,i,-0.8,i,i
CC(=O)Nc1ccc(SCCCC(=O)c2ccccc2)cc1,2.4,-1.4,i,-3.2,i,-3.5,i,i,3.4,i,i
Cc1ccc(S(=O)(=O)CCC(=O)N2CCN(c3ccc([N+](=O)[O-])cc3)CC2)cc1,-2.5,-0.6,i,-0.7,i,-5.5,i,i,8.9,i,i
COc1ccc(CNC(=O)CCS(=O)(=O)Cc2ccc(C)cc2)c(OC)c1,-2.6,0.2,i,0.3,i,-7.6,i,i,-1.2,i,i

The results go on.
Molecule,GSK3A inh,GSK3B inh,KCNK3 inh,DYRK1A inh,KCNQ1 act,hERG rescue,RGS4 act,KCNK9 block,HDAC3 inh,PolyA inh,KCNQ1 inh
Cc1cc(C)nc(NCC(O)COc2ccccc2C)n1 (centres undefined),-3.2,2.3,i,-3.3,i,-9.2,i,i,-2.9,i,i
Cc1nccc(-c2cccc(NC(=O)c3ccccc3Cl)c2)n1,-3.3,-25.5,i,10.5,i,-10.0,i,i,-2.1,i,i
Cc1ccc(NC(=O)COC(=O)c2cccnc2)cc1,-0.9,0.8,i,-1.3,i,-4.5,i,i,-12.9,i,i
Cc1onc(-c2ccccc2)c1C(=O)NCCc1ccncc1,-0.8,-5.0,i,x,i,-9.3,i,i,-10.6,i,i
